Source: PubChem
Granule exo inh: blocks lytic granule exocytosis; TALL-104 LAMP-1 surface exposure, flow cytometry; cells stimulated with thapsigargin and PMA; inhibition, % at 10 µM; actives 0.66% (n = 360,000);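 active means inhibition above about 55%, limit read from the data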
NR2E3 ag-1: activates human NR2E3 receptor | Q9Y5X4 | CHO-S Gal4-NCOR/VP16-NR2E3 two-hybrid, luciferase | inhibition of corepressor binding, % at 3.98 µM | actives 0.35% (n = 360,000) | AID 602229;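 active means inhibition above the mean of all tested compounds plus 3 SD, cut at about 70% in these data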;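 further: 0% = DMSO with NR2E3 transfected cells and 100% = cells lacking NR2E3 construct; higher means lower luciferase signal from less NR2E3 corepressor binding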
Target sequence (Q9Y5X4 whole entry, looked up, the tested form may be a part): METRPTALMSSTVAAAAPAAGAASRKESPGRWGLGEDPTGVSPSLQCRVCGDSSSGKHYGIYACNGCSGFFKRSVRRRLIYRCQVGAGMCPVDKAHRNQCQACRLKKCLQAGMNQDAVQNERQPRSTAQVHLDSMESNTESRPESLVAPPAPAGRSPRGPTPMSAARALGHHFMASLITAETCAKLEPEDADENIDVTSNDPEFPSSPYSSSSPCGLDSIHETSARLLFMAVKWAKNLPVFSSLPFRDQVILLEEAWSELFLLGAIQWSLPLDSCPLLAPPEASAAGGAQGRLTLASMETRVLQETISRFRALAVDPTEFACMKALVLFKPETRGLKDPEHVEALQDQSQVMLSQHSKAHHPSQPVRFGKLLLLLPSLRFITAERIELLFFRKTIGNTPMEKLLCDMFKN
Peg3 promoter: Peg3 promoter activity inhibition; HeLa PEG-Prom luciferase reporter, luminescence, overnight; inhibition, % at 20 µM; actives 1.7% (n = 360,000); AID 588405;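 active means inhibition of at least 50% at 20 µM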
hiPSC survival: increases survival of single human iPS cells; hiPSC single-cell survival, ATPlite luminescence; 100% = ROCK inhibitor wells, 0% = DMSO; survival enhancement, % at 20 µM; actives 0.044% (n = 360,000); in the data active means survival enhancement above about 18%;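 further: cells exposed to compounds for 16 hours before the ATP read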
PDI inh: PDI (human) enzyme inhibition. P07237. inhibition, % at 10 µM. PDI insulin aggregation turbidity, A650, 90 min. actives 0.052% (n = 350,000);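 active means mean inhibition across replicates of 30% or more, whatever share of single replicates reach that level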;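 further: absorbance from insulin aggregation driven by PDI reduction with DTT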
Target sequence (P07237 whole entry, looked up): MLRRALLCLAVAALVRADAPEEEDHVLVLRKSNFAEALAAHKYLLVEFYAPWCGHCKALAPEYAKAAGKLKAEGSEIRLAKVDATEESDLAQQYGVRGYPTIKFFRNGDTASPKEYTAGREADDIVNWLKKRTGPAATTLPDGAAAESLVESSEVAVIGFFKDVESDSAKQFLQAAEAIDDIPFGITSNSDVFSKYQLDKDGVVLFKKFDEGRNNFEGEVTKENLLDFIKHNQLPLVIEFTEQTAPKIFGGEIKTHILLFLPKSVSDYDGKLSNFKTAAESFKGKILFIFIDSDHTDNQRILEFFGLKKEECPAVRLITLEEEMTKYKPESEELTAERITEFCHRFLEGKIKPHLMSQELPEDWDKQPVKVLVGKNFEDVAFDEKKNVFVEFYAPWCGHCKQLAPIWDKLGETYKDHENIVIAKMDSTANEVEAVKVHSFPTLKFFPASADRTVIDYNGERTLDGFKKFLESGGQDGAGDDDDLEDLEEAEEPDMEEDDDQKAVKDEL
MITF TRPM1 inh: MITF TRPM1 promoter inhibition in SK-MEL-5 cells. inhibition, % at 12.5 µM. SK-MEL-5 TRPM1 promoter luciferase, 24 h. AID 488899. actives 0.83% (n = 330,000);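 active means mean inhibition across replicates of 60% or more, whatever share of single replicates reaches that level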; further: values of inactives mirror those of a sister screen read the other way
CaV13 ICDI inh: Disruptors of the CACNA1D IQ motif to Ca2+-dependent inactivation inhibitor domain association, primary screening, Förster resonance energy transfer in intact living …; inhibition, % at 12.3 µM; HEK cells, CFP/YFP FRET ICDI-IQ, plate reader, 10 min; percent FRET-ratio fall versus neutral wells; actives 0.098% (n = 340,000);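 active means mean replicate inhibition of at least 30% and at least 1% of replicates passing that level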;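 further: 0% = median of the neutral control wells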
aDG glyco act: increases alpha dystroglycan glycosylation. Pro5-aDG cells, alpha-DG glycosylation AlphaScreen (IIH6); 0% Pro5, 100% B10-LARGE cell signal. activation, % at 10 µM. actives 0.22% (n = 360,000);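 active means activation of at least 8% versus controls, or a plate z-score of at least 8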;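 further: Pro5 are CHO cells carrying HIG-tagged alpha-DG that lacks glycosylation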
HIF-2a inh: blocks HIF-2a reporter activity; 786-0 RCC cells HIF-2a reporter, luciferase luminescence, overnight; inhibition, % at 18.8 µM; actives 0.72% (n = 360,000); AID 624352;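 active means inhibition of the luminescence signal of 40% or more relative to plate controls, in a single-dose primary screen at 18.75 µM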
NR2E3 ag-2: agonists of human nuclear receptor NR2E3; Q9Y5X4; GST-NR2E3/biotin-RetCOR TR-FRET, 1536-well; inhibition of corepressor binding, % at 4.78 µM; actives 0.12% (n = 320,000); AID 2300;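 active means percent inhibition above the cutoff of mean plus 3 SD of all tested compounds, set per screening campaign, cut at about 20% in these data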;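 further: 0% = DMSO wells and 100% = biotin wells as full block of FRET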
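Format: 1536-well format; test system: GST-NR2E3 and biotin-RetCOR proteins; read-out basis: percent inhibition of TR-FRET ratio; timing: 5 h incubation at 4 °C; detection: time-resolved FRET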
Vif imaging: HIV Vif inhibition | HEK293T cells, Vif self-association by quenched fluorescence, imaging, 24 h | inhibition, % at 7.49 µM | AID 602346 | actives 0.35% (n = 340,000); in the data active means inhibition above about 50%, passing the limit was not always enough; further: some results filed as inactive read as strong as hits
* hit, by the source's call. Random draw from the library; about 3.5% have a hit in one of these screens.

Results for Cc1cccc(C(=O)NNC(=O)CCCCC(=O)NNC(=O)c2cccc(C)c2)c1 ?
Granule exo inh: 0.2; NR2E3 ag-1: -5.1; Peg3 promoter: 11.1; hiPSC survival: 0.3; PDI inh: -5.0; CaV13 ICDI inh: -4.6; aDG glyco act: 0.0; HIF-2a inh: 19.1; NR2E3 ag-2: 1.1; Vif imaging: -10.1

What do the screens show for `COc1cc(N)c(Cl)cc1C(=O)OCC(=O)N1CCCC1`?
Granule exo inh: -16.0; NR2E3 ag-1: -5.1; Peg3 promoter: 4.5; hiPSC survival: 1.7; PDI inh: 3.2; MITF TRPM1 inh: 2.4; CaV13 ICDI inh: -3.3; aDG glyco act: 0.1; HIF-2a inh: 4.8; NR2E3 ag-2: 1.8; Vif imaging: -4.7

How did CC(=O)N1C(C(=O)O)Cc2c([nH]c3ccccc23)C1C (stereo not given) do in these assays?
Granule exo inh: -12.8; NR2E3 ag-1: -3.3; Peg3 promoter: 1.6; hiPSC survival: -0.7; PDI inh: 4.7; MITF TRPM1 inh: -8.9; CaV13 ICDI inh: -3.3; aDG glyco act: 0.0; HIF-2a inh: 18.3; Vif imaging: 1.2

How did COc1ccc(/C=C2/C(=O)ON=C2C)cc1Br do in these assays?
Granule exo inh: -6.1; NR2E3 ag-1: -20.7; Peg3 promoter: 10.1; hiPSC survival: 2.0; PDI inh: 14.0; CaV13 ICDI inh: -4.6; aDG glyco act: 0.0; HIF-2a inh: 7.1; NR2E3 ag-2: 3.2; Vif imaging: -17.1

How did COc1ccc(COC(=O)C2=C(C)NC(=O)NC2c2cccc(OC)c2OC)cc1 (stereo not given) do in these assays?
Granule exo inh: -2.6; NR2E3 ag-1: -10.4; Peg3 promoter: 17.0; hiPSC survival: 0.3; PDI inh: -1.5; MITF TRPM1 inh: 6.2; CaV13 ICDI inh: -20.1; aDG glyco act: 0.0; HIF-2a inh: 14.1; NR2E3 ag-2: 4.8; Vif imaging: 4.4

How did CC(=O)N1CCc2cc(S(=O)(=O)NC(CC(C)C)C(=O)Nc3ccc4c(c3)OCCO4)ccc21 (stereo not given) do in these assays?
Granule exo inh: 4.3; NR2E3 ag-1: 5.3; Peg3 promoter: -16.7; hiPSC survival: -1.5; PDI inh: 0.9; MITF TRPM1 inh: -1.7; aDG glyco act: -0.2; HIF-2a inh: 11.0; NR2E3 ag-2: -1.3; Vif imaging: -1.4

How did CCc1nc(-c2cc3ccc(C)cc3[nH]c2=O)no1 do in these assays?
Granule exo inh: 0.2; NR2E3 ag-1: -27.1; Peg3 promoter: -133.7; hiPSC survival: 1.0; PDI inh: -17.4; MITF TRPM1 inh: -39.0; CaV13 ICDI inh: -3.6; aDG glyco act: -0.1; HIF-2a inh: -139.2; NR2E3 ag-2: 0.6; Vif imaging: 2.3

How did CCCCC1CCC(C(=O)OC(C)C(=O)Nc2ccc(NC(C)=O)cc2)CC1 (stereo not given) do in these assays?
Granule exo inh: -2.6; NR2E3 ag-1: 4.9; Peg3 promoter: 3.5; hiPSC survival: 0.2; PDI inh: -5.4; MITF TRPM1 inh: -7.7; aDG glyco act: -0.2; HIF-2a inh: 13.6; NR2E3 ag-2: -3.2; Vif imaging: -3.7

How did COc1ccc(O)c(C(=O)c2cnn(-c3ccc(Cl)cc3)c2)c1 do in these assays?
Granule exo inh: 18.2; NR2E3 ag-1: -49.8; Peg3 promoter: -156.3; hiPSC survival: -0.5; PDI inh: -0.8; MITF TRPM1 inh: -42.7; CaV13 ICDI inh: -18.7; aDG glyco act: -0.2; HIF-2a inh: -78.5; NR2E3 ag-2: -4.3; Vif imaging: -8.5

How did Cc1nc(CN2CCCCC2)c(O)c(=O)[nH]1 do in these assays?
Granule exo inh: 4.8; NR2E3 ag-1: 1.9; Peg3 promoter: -2.5; hiPSC survival: 3.5; PDI inh: -5.6; MITF TRPM1 inh: -1.9; CaV13 ICDI inh: -5.0; aDG glyco act: 0.0; HIF-2a inh: 8.3; Vif imaging: 7.7

How did CC(=O)c1cn(CCOc2ccc(F)cc2)c2ccccc12 do in these assays?
Granule exo inh: 13.8; NR2E3 ag-1: 25.9; Peg3 promoter: -12.2; hiPSC survival: -0.2; PDI inh: -15.1; MITF TRPM1 inh: -5.0; CaV13 ICDI inh: -0.5; aDG glyco act: 1.1; HIF-2a inh: -43.0; NR2E3 ag-2: 1.5; Vif imaging: -5.5

What do the screens show for `O=C(CN1C(=O)C2CC=CCC2C1=O)Nc1nnc(SCc2c(Cl)cccc2Cl)s1` (stereo not given)?
Granule exo inh: -0.2; NR2E3 ag-1: 1.7; Peg3 promoter: 20.4; hiPSC survival: 0.7; PDI inh: -4.2; MITF TRPM1 inh: 1.3; CaV13 ICDI inh: -3.6; aDG glyco act: 0.0; HIF-2a inh: 11.5; NR2E3 ag-2: 1.0; Vif imaging: 23.9

What do the screens show for `CC(C)OP(=O)(OC(C)C)/C(C=O)=N\Nc1ccc([N+](=O)[O-])cc1`?
Granule exo inh: 9.5; NR2E3 ag-1: -3.1; Peg3 promoter: 25.7; hiPSC survival: 0.5; PDI inh: -6.8; MITF TRPM1 inh: 3.1; CaV13 ICDI inh: -2.1; aDG glyco act: 0.0; HIF-2a inh: 11.1; NR2E3 ag-2: -2.0; Vif imaging: -10.0

How did CC(=O)N1CCN(C(=O)c2ccc(-n3c(C)ccc3C)cc2)CC1 do in these assays?
Granule exo inh: -6.6; NR2E3 ag-1: -18.4; Peg3 promoter: 5.4; hiPSC survival: -1.1; PDI inh: -2.4; MITF TRPM1 inh: 6.0; CaV13 ICDI inh: -5.0; aDG glyco act: -0.1; HIF-2a inh: 11.3; NR2E3 ag-2: -1.9; Vif imaging: 3.1

Results for CCc1nnc(NC(=O)c2ccc(S(=O)(=O)N3CCCc4ccccc43)cc2)o1 ?
Granule exo inh: -2.2; NR2E3 ag-1: 53.7; Peg3 promoter: 24.0; hiPSC survival: 0.3; PDI inh: -2.3; MITF TRPM1 inh: 20.5; CaV13 ICDI inh: -7.7; aDG glyco act: 0.6; HIF-2a inh: 20.7; NR2E3 ag-2: -1.4; Vif imaging: 18.2

How did Cc1cc(NC(=O)c2ccc(C)s2)n(-c2nc3ccccc3[nH]2)n1 do in these assays?
Granule exo inh: 4.8; NR2E3 ag-1: 18.4; Peg3 promoter: 30.9; hiPSC survival: 2.9; PDI inh: 7.4; MITF TRPM1 inh: -6.8; CaV13 ICDI inh: -6.4; aDG glyco act: -0.8; HIF-2a inh: -28.0; NR2E3 ag-2: 4.3; Vif imaging: -1.4

How did CC(C)CN1C(=O)NC(NS(=O)(=O)c2ccc(N)cc2)(C(F)(F)F)C1=O (stereo not given) do in these assays?
Granule exo inh: 11.8; NR2E3 ag-1: 0.9; Peg3 promoter: -0.8; hiPSC survival: 3.6; PDI inh: -3.1; MITF TRPM1 inh: 2.0; CaV13 ICDI inh: -5.6; aDG glyco act: -0.1; HIF-2a inh: 17.6; NR2E3 ag-2: -4.1; Vif imaging: 0.6

Results for O=C(Nc1ccc(F)cc1F)C1CCCN1S(=O)(=O)c1cccc2nsnc12 (stereo not given) ?
Granule exo inh: 2.4; NR2E3 ag-1: -3.8; Peg3 promoter: 16.1; hiPSC survival: 0.6; PDI inh: -3.4; MITF TRPM1 inh: 5.9; CaV13 ICDI inh: -2.9; aDG glyco act: -0.3; HIF-2a inh: 9.8; NR2E3 ag-2: -2.3; Vif imaging: 0.4

How did C[C@H](O)C#Cc1cnc2c(c1)C(=O)N([C@H](C)CO)C[C@@H](C)[C@@H](CN(C)Cc1ccc(-c3ccccc3)cc1)O2 do in these assays?
Granule exo inh: -1.1; NR2E3 ag-1: -28.4; Peg3 promoter: -6.6; hiPSC survival: -2.4; PDI inh: 1.1; CaV13 ICDI inh: -2.7; aDG glyco act: 0.1; HIF-2a inh: 29.3; Vif imaging: -2.9

How did O=C(CCOc1ccccc1)NCc1ccccc1 do in these assays?
Granule exo inh: 1.5; NR2E3 ag-1: -32.5; Peg3 promoter: 5.4; hiPSC survival: -1.8; PDI inh: -9.0; MITF TRPM1 inh: 5.8; aDG glyco act: 0.0; HIF-2a inh: -31.3; NR2E3 ag-2: 1.1; Vif imaging: 11.8

What do the screens show for `CC(OC(=O)Cc1n[nH]c(=O)c2ccccc12)C(=O)Nc1ccc(Cl)cn1` (stereo not given)?
Granule exo inh: -1.1; NR2E3 ag-1: 0.4; Peg3 promoter: 12.8; hiPSC survival: -0.3; PDI inh: 5.0; MITF TRPM1 inh: -6.5; CaV13 ICDI inh: -11.1; aDG glyco act: 2.3; HIF-2a inh: 3.9; NR2E3 ag-2: 1.4; Vif imaging: -10.4

What do the screens show for `CCOC(=O)N1CCN(C2CCCN(C(=O)c3ccccc3N(C)C)C2)CC1` (stereo not given)?
Granule exo inh: -10.5; NR2E3 ag-1: -18.2; Peg3 promoter: -1.1; hiPSC survival: 0.8; PDI inh: 2.3; MITF TRPM1 inh: -0.6; CaV13 ICDI inh: -4.9; aDG glyco act: -0.3; HIF-2a inh: -0.3; NR2E3 ag-2: 0.1; Vif imaging: 0.0

What do the screens show for `O=C(COn1nnc2ccc(S(=O)(=O)N3CCOCC3)cc21)Nc1c(F)c(F)c(F)c(F)c1F`?
Granule exo inh: 2.8; NR2E3 ag-1: -3.3; Peg3 promoter: -3.9; hiPSC survival: 1.6; PDI inh: -1.1; MITF TRPM1 inh: 6.1; CaV13 ICDI inh: -1.6; aDG glyco act: -0.4; HIF-2a inh: 9.1; NR2E3 ag-2: -4.4; Vif imaging: 6.6

How did CC(C)Cc1ccc(C#N)c(SCC(N)=O)n1 do in these assays?
Granule exo inh: 0.6; NR2E3 ag-1: -17.1; Peg3 promoter: 5.3; hiPSC survival: -0.3; PDI inh: -1.0; MITF TRPM1 inh: -4.5; CaV13 ICDI inh: -5.8; aDG glyco act: -0.1; HIF-2a inh: -3.0; NR2E3 ag-2: 1.4; Vif imaging: -0.1

What do the screens show for `COc1ccc(C2c3ccc(O)cc3Oc3ncn(Cc4ccco4)c(=N)c32)cc1` (stereo not given)?
Granule exo inh: -2.5; NR2E3 ag-1: 9.8; Peg3 promoter: 6.9; hiPSC survival: -0.4; PDI inh: 5.3; MITF TRPM1 inh: 7.3; CaV13 ICDI inh: -5.6; aDG glyco act: 0.2; HIF-2a inh: 5.4; NR2E3 ag-2: 0.1; Vif imaging: 0.8

How did CCCCOc1ccc(S(=O)(=O)NC(=O)C2(C)CCN2C(=O)Cc2ccccc2Cl)cc1 (stereo not given) do in these assays?
Granule exo inh: 0.2; NR2E3 ag-1: 6.7; Peg3 promoter: -0.5; hiPSC survival: 2.7; PDI inh: -1.6; CaV13 ICDI inh: -8.0; aDG glyco act: 0.1; HIF-2a inh: 12.1

What do the screens show for `COc1cc(NC(C)CCc2ccccc2)cc(OC)c1OC` (stereo not given)?
Granule exo inh: 44.6; NR2E3 ag-1: -16.9; Peg3 promoter: 1.9; hiPSC survival: -0.5; PDI inh: -2.9; MITF TRPM1 inh: 12.1; CaV13 ICDI inh: -11.4; aDG glyco act: -0.1; HIF-2a inh: 23.1; NR2E3 ag-2: 2.5; Vif imaging: 15.7
